# PMI act satM6P = human PMI activators, high substrate, primary screen, biochemical, fluorescence intensity, near-saturating mannose 6-phosphate. Mannose-6-phosphate isomerase (Homo sapiens), P34949. coupled PMI enzyme assay, resazurin fluorescence, 20 min; hits give high values; 1 = untreated enzyme, 0 = substrate-free blank. activation factor at 20 µM. hit rate 0.34% among 190,000;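 active = activation factor of 2 or more at 20 µM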
#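 Test system: human phosphomannose isomerase with PGI, G6PDH, diaphorase coupling enzymes / Doses: 20 µM compound, 1% DMSO / Times: enzyme reaction with compound 20 min at room temperature / Measured by: Diaphorase-driven resazurin-to-resorufin fluorescence, excitation 544, emission 590 nm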
# PMI activator = activators of human PMI, primary screen, biochemical, fluorescence intensity, near-Km mannose 6-phosphate | Mannose-6-phosphate isomerase (Homo sapiens), P34949 | purified human PMI, coupled resazurin fluorescence, 20 min; hits give high values; 1 = vehicle control, 0 substrate-free wells | activation factor at 20 µM | hit rate 0.005% among 190,000 | AID 1214, 2008;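 active = activation factor of 2 or more at 20 µM, relative to plate controls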
# HMGR II inh = inhibitors of E. faecalis class II HMGR, primary screen, biochemical, Enterococcus faecalis. hit rate 0.41% among 190,000. purified E. faecalis HMGR, NADPH absorbance 340 nm kinetic. AID 1066, 2008. inhibition, % at 10 µM. HMG-CoA reductase (Enterococcus faecalis, mvaE);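 active = inhibition above a set limit, the median over all tested compounds plus 3 SD, cut at about 9.5% in these data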;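 also: enzyme runs in reverse so mevalonate oxidation gives rising NADPH absorbance; 0% = complete reaction with DMSO and 100% = background rate lacking mevalonate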
# TNAP act hi DEA = TNAP activators at high phosphate acceptor level, primary screen, biochemical, luminescence, uHTS. activation factor at 20 µM. 200,000 tested, under 10 active. purified TNAP, CDP-star luminescence, 1 M DEA, 30 min; hits give high values; 0 = EDTA background, 1 = DMSO-only activity. Alkaline phosphatase, tissue-nonspecific isozyme (Homo sapiens), P05186;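 active = activation factor at least 2 at 20 µM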
# Target sequence (P05186 whole entry, looked up): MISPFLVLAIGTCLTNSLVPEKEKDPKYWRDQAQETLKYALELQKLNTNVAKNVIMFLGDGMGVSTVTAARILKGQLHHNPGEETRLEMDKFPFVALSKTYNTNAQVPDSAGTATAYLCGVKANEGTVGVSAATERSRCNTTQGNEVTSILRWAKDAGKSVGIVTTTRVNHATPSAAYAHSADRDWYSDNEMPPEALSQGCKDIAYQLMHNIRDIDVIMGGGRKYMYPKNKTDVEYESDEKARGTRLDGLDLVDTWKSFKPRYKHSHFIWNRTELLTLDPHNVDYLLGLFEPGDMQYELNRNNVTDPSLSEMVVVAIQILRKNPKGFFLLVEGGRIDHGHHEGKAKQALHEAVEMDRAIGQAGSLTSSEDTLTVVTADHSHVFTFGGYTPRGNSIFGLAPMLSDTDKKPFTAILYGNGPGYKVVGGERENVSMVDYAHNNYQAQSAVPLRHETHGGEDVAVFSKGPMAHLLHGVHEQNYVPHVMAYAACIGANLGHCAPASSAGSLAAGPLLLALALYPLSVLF
#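 Assay system: human TNAP; Input: enzyme diluted 1/800 final; Reagent: CDP-star luminogenic substrate at 100 µM final; Timing: 30 min, room temperature; Signal: luminescence; Evaluation: TNAP activation factor scaled between EDTA and DMSO control wells.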
# TNAP inh hi DEA = human TNAP enzyme inhibitors, primary screen, biochemical, luminescent, high phosphate acceptor level, uHTS | purified TNAP, CDP-star luminescence, 1 M DEA | inhibition, % at 20 µM | hit rate 0.03% among 200,000;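 active = over 50% inhibition of tissue-nonspecific alkaline phosphatase at 20 µM in the single-dose screen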;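 also: plate controls were DMSO wells for no effect and EDTA-quenched wells as full inhibition for full effect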
# TNAP inh no acc = human TNAP enzyme inhibitors, primary screen, biochemical, luminescent, no phosphate acceptor, uHTS; inhibition, % at 20 µM; hit rate 0.26% among 200,000; purified TNAP, CDP-star luminescence, 30 min; Alkaline phosphatase, tissue-nonspecific isozyme (Homo sapiens), P05186;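 active = tissue-nonspecific alkaline phosphatase inhibition above about 50% at 20 µM in the single-dose screen, limit read from the data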;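 also: 0% = DMSO negative control and 100% = EDTA positive control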
# G6PDH counter = L. mesenteroides G6PDH inhibitors, counter-screen for G6PDH-coupled screening assays, biochemical, Leuconostoc mesenteroides enzyme. glucose-6-phosphate dehydrogenase [Leuconostoc mesenteroides]. Purified L. mesenteroides G6PDH, diaphorase/resazurin coupled fluorescence, 45 min. inhibition, % at 5 µM. hit rate 0.12% among 200,000. AID 1020, 2008; in the data active = inhibition above about 50%
# FLuc stim CS = FLuc activators, initial screening, artefact control for FLuc-dependent activation tests, biochemical, ATPlite luminescence | ATPlite luciferase biochemical, 10 min; 0 = ATP-free wells, 1 = DMSO control | activation factor at 10 µM | 200,000 tested, under 10 active | AID 1027, 2008;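 active = luciferase activation factor, scaled between plate controls, of at least 2 with compound at 10 µM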
# Target sequence (P08659 whole entry, looked up): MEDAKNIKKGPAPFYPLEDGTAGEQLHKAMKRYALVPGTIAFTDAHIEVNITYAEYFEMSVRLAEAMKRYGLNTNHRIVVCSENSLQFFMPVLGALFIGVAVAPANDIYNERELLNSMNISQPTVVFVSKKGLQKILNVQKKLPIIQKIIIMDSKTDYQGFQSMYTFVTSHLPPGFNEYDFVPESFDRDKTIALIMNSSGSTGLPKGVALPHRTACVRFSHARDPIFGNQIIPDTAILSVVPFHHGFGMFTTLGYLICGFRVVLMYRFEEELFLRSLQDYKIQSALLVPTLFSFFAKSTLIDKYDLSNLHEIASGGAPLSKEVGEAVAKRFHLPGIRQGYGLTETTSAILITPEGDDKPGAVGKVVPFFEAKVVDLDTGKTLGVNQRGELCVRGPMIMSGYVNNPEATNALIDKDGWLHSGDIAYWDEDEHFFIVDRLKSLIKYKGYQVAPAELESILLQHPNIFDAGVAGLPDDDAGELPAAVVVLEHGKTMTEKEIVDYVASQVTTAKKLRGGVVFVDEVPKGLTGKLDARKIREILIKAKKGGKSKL
#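 Material: Luciferase/luciferin reagent mix | Doses: Test compounds dosed from 2 mM stocks in 100% DMSO | Timing: 10 min incubation after luciferase reagent addition, room temperature | Measured by: Luminescence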
# Diaphorase act = compounds boosting diaphorase resazurin reduction – biochemical, uHTS, resorufin fluorescence, counter-screen for diaphorase-coupled primary assays, primary screen; Diaphorase/resazurin coupled assay, 16 min; hits give high values; 1 = vehicle wells, 0 = NADH-free wells; activation factor at 20 µM; hit rate 0.005% among 190,000; AID 1229, 2008;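 active = diaphorase activity raised at least twofold by the compound at 20 µM; inactive = activation factor below 2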
#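 Assay system: Purified diaphorase enzyme from Clostridium kluyveri | Amount: Enzyme 0.07 U/mL final | Dosing: Compound 20 µM once, DMSO 1% | Timing: 16 min reaction at room temperature | Detection: Fluorescence, excitation 544 nm and emission 590 nm | Evaluation: Higher resorufin formation from activation or reduction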
# Diaphorase inh = diaphorase inhibitors and chemical oxidizers, primary screen, counter-screen for diaphorase-coupled primary assays, biochemical, uHTS, resorufin fluorescence. diaphorase resazurin-to-resorufin fluorescence, NADH, 16 min; bacterial (C. kluyveri) enzyme, not human. inhibition, % at 20 µM. hit rate 0.69% among 190,000. AID 1217, 2008;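 active = primary screen inhibition at 20 µM above a set limit, cut at about 50% in these data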;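 also: plate controls were DMSO with full reaction for no effect and wells lacking NADH for full effect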
#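 Test system: diaphorase enzyme from Clostridium kluyveri; amount: diaphorase at 0.14 U/mL in enzyme working solution; detection: fluorescence of resorufin formed from resazurin, Ex 544/Em 590 nm; times: reaction incubation of 16 min at room temperature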
# * marks the source's active call; other numbers are inactive results.
item	Compound	Diaphorase act	TNAP inh hi DEA	HMGR II inh	FLuc stim CS	PMI act satM6P
1	CCOC(=O)c1c(NC(=O)Cn2nc([N+](=O)[O-])c(Br)c2C)sc2c1CCC(C)C2 (stereo unspecified)	1	2	-9	1	1.1
2	COc1ccccc1N1CCN(C(C)C(=O)N2CC(C)OC(C)C2)CC1 (stereo unspecified)	0.8	-4	-3	1	1.1
3	CC12COC3(C(=O)Nc4ccc(Cl)cn4)CC1CCC32C (stereo unspecified)	0.8	1	-2	1	0.9
4	CN1CCN(CC2(O)CCN(S(=O)(=O)c3ccc(Cl)cc3)CC2)CC1	1	-7	-5	1.1	1.1
5	N#Cc1cc(N)ccc1Sc1ccccc1	1.1	-3	-7	1	1.1
6	COCCNC(=O)Cn1cnc2c1c(=O)n(C)c(=O)n2C	0.9	-6	-3	1.1	1
7	O=C(Nc1cccc(Cl)c1)OCc1cn(-c2ccccc2)nn1	0.8	-6	4	1.1	1
8	Cc1ccc2cc(C(c3nnnn3C3CCCC3)N3CCOCC3)c(=O)[nH]c2c1C (stereo unspecified)	0.9	-5	6	1	1.1
9	COc1ccc(NC(=S)N2CCN(Cc3cccc(F)c3)CC2)c(OC)c1	1	-1	-7	1.1	1
10	CCOP(=O)(OCC)C(Nc1ccccn1)c1ccccc1 (stereo unspecified)	0.9	3	-11	1	1

item	PMI activator	TNAP act hi DEA	Diaphorase inh	TNAP inh no acc	G6PDH counter
1	1	1	-2	-2	-4
2	1.2	1	21	-11	0
3	0.8	1	16	-3	-7
4	1.1	1.1	4	-7	0
5	1	1	-12	-8	4
6	0.9	1.1	14	-12	1
7	1	1.1	17	-13	-5
8	1	1	8	-11	3
9	1	1	5	2	5
10	1	1	6	-14	-9

# Next part (4 carried over from the part before).
item	Compound	Diaphorase act	TNAP inh hi DEA	HMGR II inh	FLuc stim CS	PMI act satM6P
7	O=C(Nc1cccc(Cl)c1)OCc1cn(-c2ccccc2)nn1	0.8	-6	4	1.1	1
8	Cc1ccc2cc(C(c3nnnn3C3CCCC3)N3CCOCC3)c(=O)[nH]c2c1C (stereo unspecified)	0.9	-5	6	1	1.1
9	COc1ccc(NC(=S)N2CCN(Cc3cccc(F)c3)CC2)c(OC)c1	1	-1	-7	1.1	1
10	CCOP(=O)(OCC)C(Nc1ccccn1)c1ccccc1 (stereo unspecified)	0.9	3	-11	1	1
11	Cc1ccc(C(=O)Nc2c(C#N)c(C)c(C)n2Cc2ccccc2)cc1	0.8	1	-8	1	0.9
12	CCCc1nn(C)c(C(=O)Nc2ccc(CC)cc2)c1Cl	0.9	-6	-1	1	1
13	CCCn1c(C)cc(C(=O)COC(=O)c2ccc(Cl)c(S(=O)(=O)N3CCCC3)c2)c1C	0.7	-6	1	0.7	0.9
14	CSc1c(C#N)sc(=S)n1-c1ccc(C)cc1	0.8	-2	-3	1	0.9
15	c1ccc2[nH]c(NN=C3CCCCCC3)nc2c1	1.2	-3	-5	0.2	1
16	O=C(NC(Cc1c[nH]c2ccccc12)C(=O)O)c1ccccc1 (stereo unspecified)	0.9	-5	-1	1	1
17	O=C(OCc1ccccc1)N1CCCC1/C=C/CN1CCOCC1 (stereo unspecified)	1	-3	-10	1.1	1.1
18	Cn1c(Cl)cnc1C(O)c1ccccc1 (stereo unspecified)	1	-7	0	1.1	1
19	COc1cccc(NC2SC(=O)N(c3ccccc3)C2=O)c1 (stereo unspecified)	1	-1	-2	1.1	0.9
20	CCc1nnc(NC(=O)c2ccc(S(=O)(=O)N(CCOC)CCOC)cc2)o1	0.8	2	4	1	0.9

item	PMI activator	TNAP act hi DEA	Diaphorase inh	TNAP inh no acc	G6PDH counter
7	1	1.1	17	-13	-5
8	1	1	8	-11	3
9	1	1	5	2	5
10	1	1	6	-14	-9
11	0.9	1	24	-3	6
12	1.1	1.1	7	-2	7
13	0.9	1.1	29	1	4
14	0.9	1	23	-2	8
15	1.1	1	-23	-70	6
16	1	1.1	11	-10	27
17	1	1	-1	-7	4
18	1	1.1	3	3	12
19	1	1	1	-24	-6
20	0.8	1	19	-1	12

# The closing 2 entries of the part before lead into the next:
item	Compound	Diaphorase act	TNAP inh hi DEA	HMGR II inh	FLuc stim CS	PMI act satM6P
19	COc1cccc(NC2SC(=O)N(c3ccccc3)C2=O)c1 (stereo unspecified)	1	-1	-2	1.1	0.9
20	CCc1nnc(NC(=O)c2ccc(S(=O)(=O)N(CCOC)CCOC)cc2)o1	0.8	2	4	1	0.9
21	CCOC(=O)C1CCN(C(=O)Cc2cccs2)CC1	0.9	1	-1	1	0.9
22	COC(=O)C1=C(C)N(c2ccc(OC)c(OC)c2)C(=O)/C1=C\c1ccco1	0.9	2	1	1.1	1
23	COc1ccc(OC)c(-n2c(Cn3c(-c4ccccn4)nc4ccccc43)n[nH]c2=S)c1	0.7	-6	-4	1	0.8
24	COc1cc(C(=O)N(Cc2ccco2)Cc2cc3ccccc3[nH]c2=O)cc(OC)c1OC	0.9	-2	-1	1	1
25	CCOc1c(O)ccc(C2NC(=O)NC(C)=C2C(=O)OC)c1[N+](=O)[O-] (stereo unspecified)	0.5	0	-1	1	0.5
26	COC(=O)c1c(C)c2c(C)cc3ccccn3c-2c1C(=O)OC	0.8	4	-7	1	0.9
27	COc1ccc(C(=O)c2ccc(Cl)cc2)cc1	0.9	0	-2	1	0.9
28	CCN1CCN(C(=O)C2(NC(=O)Nc3cccc(F)c3)CCCCC2)CC1	1.1	-3	-1	1.1	1.2
29	NC1=C([N+](=O)[O-])C(c2ccc(F)cc2)C2=C(CCCC2=O)O1 (stereo unspecified)	1	-3	-1	1	1.2
30	COc1ccc(CN2CCN(Cc3cccc(OC)c3)C(CCO)C2)cc1 (stereo unspecified)	0.9	-7	-1	1	0.9

item	PMI activator	TNAP act hi DEA	Diaphorase inh	TNAP inh no acc	G6PDH counter
19	1	1	1	-24	-6
20	0.8	1	19	-1	12
21	0.9	1	8	-4	3
22	1	1	9	-2	6
23	0.9	1.1	34	-1	0
24	1	1	11	-8	0
25	0.7	1	48	-6	14
26	0.8	1	25	2	5
27	0.9	1	13	-2	4
28	1.2	1	-6	-10	-2
29	1.2	1	2	-7	0
30	0.8	1.1	11	-7	15

# Following part.
item	Compound	Diaphorase act	TNAP inh hi DEA	HMGR II inh	FLuc stim CS	PMI act satM6P
31	CNS(=O)(=O)c1ccc(NC(=O)c2ccc(Cl)cc2Cl)cc1	0.9	-7	-6	1.1	0.9
32	CCCCN(C)C(=O)C1CCN(Cc2ccccn2)CC1	0.9	-5	-2	1.1	1
33	CC(C)CNC(=S)NNC(=O)c1csc2ccccc12	1	-14	-6	1.1	1.2
34	O=C1c2ccccc2C(=O)C1c1nccc2ccccc12	0.8	0	0	0.1	1
35	CN(C)c1ccc(NC2=C(Cl)C(=O)c3ccccc3C2=O)cc1	0.7	18	-2	0.6	0.5
36	Cc1cccc(C)c1NC(=S)NN1CCN(C)CC1	0.9	-10	-2	1.1	1
37	O=C(OCC(=O)c1c[nH]c2ccccc12)c1ccc([N+](=O)[O-])s1	0.8	-6	-5	1	0.7
38	Cc1ccnc2nc(C(=O)Nc3nc(-c4ccccn4)cs3)nn12	1	-5	-2	1	1.1
39	NC(=O)c1ccccc1OCC(=O)O	1.1	-4	-2	1	1.1
40	CCOC(=O)N1CCN(c2c(Nc3cc(C)[nH]n3)c(=O)c2=O)CC1	0.9	-3	-2	1.1	1

item	PMI activator	TNAP act hi DEA	Diaphorase inh	TNAP inh no acc	G6PDH counter
31	1	1.1	12	-11	-2
32	1	1	13	-13	8
33	1.3	1.1	-4	-28	-6
34	1	1	20	-6	2
35	0.7	0.8	27	4	51*
36	1	1.1	6	-11	6
37	0.8	1.1	19	-9	11
38	1.3	1.1	0	-149	38
39	1	1	-7	-7	0
40	1.1	1	7	3	4

# Carrying on:
item	Compound	Diaphorase act	TNAP inh hi DEA	HMGR II inh	FLuc stim CS	PMI act satM6P
41	CCOc1cccc2c1OC(c1cc(OC)c(OC)c(OC)c1)N1N=C(c3ccc(C)o3)CC21 (stereo unspecified)	0.9	8	-8	0.5	1.3
42	CCOC(=O)C1=C(C)NC2=C(C(=O)C(C(=O)OCC)C(c3ccc(OC)cc3)C2)C1c1ccccn1 (stereo unspecified)	0.9	-6	-1	1	0.9
43	CCCCOC(=O)c1ccc(NC(=O)/C=C/c2cccs2)cc1	0.9	2	0	1	1.1
44	CCn1c2ccccc2c2cc(NC(=O)C(C)Oc3ccc(OC)cc3)ccc21 (stereo unspecified)	0.9	-4	-1	1	0.9
45	C/C(=N\NC(=S)NC(C)C)c1ccco1	1	-3	-4	1	1
46	Cc1cc(NC(=O)C2CCN(S(=O)(=O)Cc3ccccc3)CC2)ccc1-n1cnnn1	0.9	2	-1	1	0.9
47	CCN(CC)S(=O)(=O)c1ccc(NC(=O)C2c3ccccc3Oc3ccccc32)cc1	0.8	-9	6	1.1	0.9
48	CC(C)CC(NC(=O)C1CCC(C)CC1)C(=O)Nc1cccnc1 (stereo unspecified)	0.9	-1	-5	1	1
49	O=C(CN1CCC(n2cnc3cc(F)ccc32)CC1)Nc1ccccc1Br	0.9	2	-3	1	0.9

item	PMI activator	TNAP act hi DEA	Diaphorase inh	TNAP inh no acc	G6PDH counter
41	1.2	0.9	12	-7	-6
42	0.9	1.1	6	-16	3
43	0.9	1	5	-2	-32
44	0.9	1	13	-8	5
45	0.9	1	-4	-6	5
46	0.9	1	9	0	8
47	0.8	1.1	19	-71	8
48	0.9	1	11	-10	0
49	0.9	1	11	0	-4

# Source: PubChem BioAssay
